# Compound activity as filed in PubChem.
# MPTP inh = inhibitors of mitochondrial permeability transition pore | isolated mouse mitochondria, Ca2+ swelling absorbance, 30 min | inhibition, % at 10 µM | 360,000 compounds, 1.4% hits | AID 602449;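 active = inhibition of 50% or more, scaled per plate between neutral and stimulator controls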;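 note: 0% = DMSO wells given calcium and 100% = 1 mM EGTA wells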
# HKDC1 inhibitor = blocks human hexokinase HKDC1 activity | recombinant HKDC1, G6PDH/diaphorase resazurin coupled fluorescence | inhibition, % at 20 µM | 340,000 compounds, 0.16% hits | AID 493160;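 active = inhibition above about 35% when tested at 20 µM, limit read from the data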;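 note: plate controls were DMSO wells with enzyme for no effect and DMSO wells lacking enzyme for full effect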
#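 Test system: recombinant HKDC1 (HK5) hexokinase enzyme, produced in-house / Doses: 20 µM test compound, 1% DMSO / Timing: 90 min, room temperature / Detection: G6PDH/diaphorase-coupled fluorescence, 1 mM NADP, 100 µM resazurin, 525/613 nm / Control set: DMSO wells with and without enzyme mix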
# ATG4B inhibitor = inhibitors of human ATG4B cysteine protease. Q9Y4P1. ATG4B cleavage of LC3-PLA2, NBD-HPC fluorescence, 1 h. inhibition, % at 8.33 µM. 340,000 compounds, 0.51% hits; in the data active = inhibition above about 40%
# Target sequence (Q9Y4P1 whole entry, looked up): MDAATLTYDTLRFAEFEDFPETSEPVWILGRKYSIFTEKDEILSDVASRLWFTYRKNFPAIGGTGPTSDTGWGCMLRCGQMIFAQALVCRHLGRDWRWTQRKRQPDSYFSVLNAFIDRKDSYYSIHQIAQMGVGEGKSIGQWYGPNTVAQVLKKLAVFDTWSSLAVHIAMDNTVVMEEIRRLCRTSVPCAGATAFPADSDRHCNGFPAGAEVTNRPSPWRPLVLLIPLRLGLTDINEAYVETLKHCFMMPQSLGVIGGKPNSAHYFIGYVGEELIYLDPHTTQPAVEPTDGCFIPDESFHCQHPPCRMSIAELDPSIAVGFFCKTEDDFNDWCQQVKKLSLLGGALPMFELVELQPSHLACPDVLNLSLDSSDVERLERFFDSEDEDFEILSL
# GRIN3A LBD mod = modulators (binders) of human NR3A ligand-binding domain; NR3A LBD differential scanning fluorimetry, Tm shift; 0% = protein alone, 100% = glycine-bound protein; Tm shift relative to glycine control, % at 25 µM; 340,000 compounds, 2.5% hits;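 active = melting temperature shift of at least 10% of the positive control shift, at one fixed dose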
# PfGluPho inh = PfG6PD (Plasmodium falciparum) enzyme inhibition; PfGluPho enzyme, NADPH resazurin-diaphorase fluorescence; inhibition, % at 20 µM; 350,000 compounds, 0.78% hits;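 active = inhibition reaching at least a set limit at 20 µM in the primary screen, cut at about 59% in these data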;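 note: 0% = DMSO wells with substrate and 100% = DMSO wells lacking glucose-6-phosphate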
# SENP7 block = blocks the human protease SENP7; Q9BQF6; recombinant SENP7, Z-RLRGG-aminoluciferin luminescence, 40 min; inhibition, % at 5 µM; 330,000 compounds, 1.5% hits;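 active = inhibition above about 50% at the single test dose, limit read from the data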;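 note: plate controls were DMSO with enzyme for no effect and no enzyme buffer wells for full effect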
# Target sequence (Q9BQF6 706-1050 limits assumed): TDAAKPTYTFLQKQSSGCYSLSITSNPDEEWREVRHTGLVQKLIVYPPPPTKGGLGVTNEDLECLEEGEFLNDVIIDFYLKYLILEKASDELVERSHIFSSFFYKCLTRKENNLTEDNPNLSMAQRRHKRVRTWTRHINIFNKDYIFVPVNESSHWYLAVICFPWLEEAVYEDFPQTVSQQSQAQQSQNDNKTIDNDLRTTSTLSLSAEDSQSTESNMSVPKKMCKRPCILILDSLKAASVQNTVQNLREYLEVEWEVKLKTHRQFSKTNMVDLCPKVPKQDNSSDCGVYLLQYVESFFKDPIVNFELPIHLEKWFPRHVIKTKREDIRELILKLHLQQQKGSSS
# SENP8 inh = inhibitors of human SENP8 protease; recombinant SENP8, Nedd8 substrate fluorescence; AID 602440; 360,000 compounds, 0.64% hits; Q96LD8; inhibition, % at 20 µM; in the data active = inhibition mostly above about 40%, no sharp cut-off; inactive = mostly below about 27%
# Target sequence (Q96LD8 whole entry, looked up): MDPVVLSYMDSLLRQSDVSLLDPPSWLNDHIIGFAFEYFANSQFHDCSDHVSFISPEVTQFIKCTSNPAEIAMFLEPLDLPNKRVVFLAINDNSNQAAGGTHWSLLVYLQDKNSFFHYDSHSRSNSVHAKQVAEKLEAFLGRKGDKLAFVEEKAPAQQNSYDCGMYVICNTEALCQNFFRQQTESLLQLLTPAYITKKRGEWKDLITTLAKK
# SENP6 inh = SENP6 protease inhibition; AID 2599; Recombinant SENP6 catalytic domain, aminoluciferin luminescence; 330,000 compounds, 1.8% hits; Q9GZR1; inhibition, % at 10 µM;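 active = inhibition above about 50% at the single tested dose, limit read from the data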;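 note: plate controls were DMSO wells with enzyme for no effect and DMSO wells lacking enzyme for full effect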
# The depositor's hits bear a star; . = not tested or not shown.
no.	Molecule	SENP6 inh	ATG4B inhibitor	GRIN3A LBD mod	HKDC1 inhibitor	MPTP inh	SENP7 block	SENP8 inh	PfGluPho inh
1	COc1cc2cc(CN(CCc3cccc(C)c3)C(=S)NCCCN3CCOCC3)c(=O)[nH]c2cc1OC	6	-5	1	-4	0.8	0	-437	-8
2	Cc1ccc(S(=O)(=O)N(C)CC(=O)NNC(=O)CCNS(=O)(=O)c2cccc(C)c2)cc1	-2	-11	0	-3	0.9	3	-3	-4
3	CC/C(=C/c1sc2ccccc2[n+]1CC)SC	0	10	-13	8	0.0	13	22	13
4	CC(C)CCNC(=S)Nc1ccc2nc3n(c(=O)c2c1)CCCCC3	-12	7	-6	-6	2.2	2	-9	-12
5	CCOc1ccccc1N1CCN(C(=S)NCc2ccccc2)CC1	-7	-1	-2	-7	-1.7	-15	3	9
6	COc1ccc(OC)c(NC(=O)CN2C(=O)NC3(CCCc4ccccc43)C2=O)c1 (stereo unspecified)	-9	-4	1	-2	-0.5	1	18	1
7	N[C@@H](Cc1ccccc1)c1nnc(SCc2ccccc2F)o1	-12	-10	2	-2	-0.8	-8	-2	10
8	COc1ccc(CCNC(=O)[C@H](C)N2C(=O)N3CCc4c([nH]c5ccccc45)[C@@]3(C)C2=O)cc1OC	7	-4	-1	3	-2.0	-1	26	-14
9	CC(NC(=O)NC12CC3CC(CC(C3)C1)C2)C1CCCO1 (stereo unspecified)	6	-7	-1	-3	0.8	-6	0	8
10	CCc1cccc(CC)c1NC(=O)CN1CC(C)SC1=NC1CCCCC1 (stereo unspecified)	-8	1	2	2	-2.1	-5	32	11
11	Cc1cccc(C(=O)N[C@H](C(=O)Nc2nnc(C3CC3)s2)C(C)C)c1	-22	9	1	-7	0.5	0	8	0
12	O=c1[nH]cnc2scc(-c3ccc(F)cc3)c12	-4	-11	-1	-4	-0.7	3	12	6
13	CCN(Cc1ccccc1)C(=O)CCNS(=O)(=O)c1ccc2c(c1)CC(C)N2C(C)=O (stereo unspecified)	-13	-4	0	-3	-0.3	13	5	-11
14	Cc1csc(NC(=O)C(C)N2C(=O)c3ccccc3S2(=O)=O)n1 (stereo unspecified)	-8	7	1	6	-0.6	-11	1	0
15	Cc1cc(C(=O)NP(=O)(N2CCOCC2)N2CCOCC2)c(C)n1-c1ccc(N(C)C)cc1	1	-8	-21	1	1.4	14	10	22
16	Cc1cccc(NC(=O)N2CCC(NC(=O)C3CCCCC3)CC2)c1	15	-4	-2	7	-0.3	1	7	-5
17	Cc1c(/C=N/NC(=O)c2ccccc2O)c2ccccn2c1C(=O)c1ccc(F)cc1	-23	-3	14*	5	98*	4	-172	19
18	COC(=O)c1ccc(CSc2nnc(Nc3ccccc3OC)s2)o1	-12	-8	2	11	.	5	.	13
19	CCCC(=O)N1CCN(c2ccc(NC(=O)c3ccc([N+](=O)[O-])o3)cc2)CC1	.	-11	1	7	1.0	.	54*	14
20	CC(C)Oc1ccc(/C(O)=C2/C(=O)C(=O)N(CCCn3ccnc3)C2c2cccnc2)cc1 (stereo unspecified)	-8	-8	-1	2	0.1	2	-12	-18
21	O=c1c2cn(Cc3ccccc3)c3ccccc3c-2nn1Cc1ccc(F)cc1Cl	-9	17	2	-6	1.1	-1	-6	-8
22	CCN(CC(=O)Nc1ccc2c(c1)OCCO2)C(=O)CCc1ccccc1Cl	1	1	0	4	-1.6	-6	14	-9
23	Cc1cc(C(=O)O)c(CSc2ncn[nH]2)o1	-17	5	0	-8	0.1	-3	3	-3
24	Cc1cccc(C)c1NC(=O)CN(C)C(=O)c1cc(S(=O)(=O)N2CCOCC2)ccc1N1CCCC1	-12	-1	2	2	-1.4	14	29	0
25	COc1ccc(Cl)cc1S(=O)(=O)Nc1cccc(C(=O)O)c1	4	0	4	-8	0.0	5	12	-19
26	CS(=O)(=O)NCCCNc1c(Cl)cccc1[N+](=O)[O-]	11	0	4	3	0.6	-1	14	-9
27	Cc1ccccc1-c1nc(CN2CCC(C(=O)NC3CC3)CC2)c(C)o1	1	5	-3	3	1.4	0	8	7
28	CC(OC(=O)c1cccs1)C(=O)NCc1ccccc1 (stereo unspecified)	5	-7	-1	-4	-2.3	-4	6	-10
29	CCN(CC)c1cc2nc(C)n(Cc3ccccc3)c(=O)c2cc1NC(=O)C1CC1	-6	-7	-1	-2	-2.7	2	-111	9
30	Cc1c(C(=O)O)sc2nc(C)n(C)c(=O)c12	-6	1	-1	2	-1.8	6	12	1
31	CNC(=O)C(=O)NCCCN1CCOCC1	-20	6	-3	2	1.5	-4	10	-1
32	COc1ccc(C)cc1NC(=O)CN1CCN(C/C=C/c2ccccc2)CC1	0	-6	0	-5	-0.6	6	-9	-3
33	COC(=O)c1oc2c(c1C)C(=O)CCC2	4	-1	-2	-3	1.5	15	25	-2
34	CC(=O)N1CCN(S(=O)(=O)c2cccc(C(=O)N(C)Cc3ccc(C)o3)c2)CC1	-13	-6	1	-2	-0.2	-8	0	12
35	O=C(CC1SC(=Nc2ccc(OC(F)F)cc2)N(CCC2=CCCCC2)C1=O)Nc1ccccc1F (stereo unspecified)	-6	7	2	-10	96*	-3	10	19
36	COc1ccc(C(C(=O)NCC2CCCO2)N(Cc2ccccc2)C(=O)c2snc(C(N)=O)c2N)cc1OC (stereo unspecified)	9	0	1	0	-0.9	-6	-316	8
37	COc1ccc(CCNC(=O)C2CCN(S(=O)(=O)c3ccc(C)cc3)CC2)cc1	7	3	-3	2	1.0	7	3	-9
38	O=C(c1cc(=O)[nH]c2ccccc12)N1CCN(c2cccc(C(F)(F)F)c2)CC1	-12	-18	-2	-5	-0.1	-8	1	8
39	COc1ccc(OC)c(C2=Nn3c(nnc3-c3cc(OC)c(OC)c(OC)c3)SC2)c1	-4	-15	0	-1	-0.8	6	-27	98*
40	O=C(NCCC(c1ccccc1)c1ccco1)c1cccs1 (stereo unspecified)	1	2	0	1	3.6	1	12	28

# Looked up above.
# CC(=O)N1CCN(S(=O)(=O)c2cccc(C(=O)N(C)Cc3ccc(C)o3)c2)CC1 in SENP8 inh has 0
# O=C(c1cc(=O)[nH]c2ccccc12)N1CCN(c2cccc(C(F)(F)F)c2)CC1 in SENP8 inh has 1
# O=C(NCCC(c1ccccc1)c1ccco1)c1cccs1 (stereo unspecified) in MPTP inh has 3.6

# The main list resumes, repeating the 3 entries before the break.
no.	Molecule	SENP6 inh	ATG4B inhibitor	GRIN3A LBD mod	HKDC1 inhibitor	MPTP inh	SENP7 block	SENP8 inh	PfGluPho inh
38	O=C(c1cc(=O)[nH]c2ccccc12)N1CCN(c2cccc(C(F)(F)F)c2)CC1	-12	-18	-2	-5	-0.1	-8	1	8
39	COc1ccc(OC)c(C2=Nn3c(nnc3-c3cc(OC)c(OC)c(OC)c3)SC2)c1	-4	-15	0	-1	-0.8	6	-27	98*
40	O=C(NCCC(c1ccccc1)c1ccco1)c1cccs1 (stereo unspecified)	1	2	0	1	3.6	1	12	28
41	CCSc1nc2ccc(C)cc2cc1C#N	12	1	2	-4	-0.9	6	-30	-1
42	CCC(=O)N(Cc1cc(=O)[nH]c2ccccc12)c1ccc(OC)cc1	-40	-6	0	-1	9.1	-5	-4	3
43	Cc1nc2ccccc2c(=O)n1NC(=O)c1ccccc1	2	-3	-1	-1	1.0	4	8	6
44	Cc1ccc(N(C(=O)Cn2nnc(-c3ccc(C)o3)n2)C(C(=O)NC2CCCC2)c2ccncc2)cc1 (stereo unspecified)	6	5	0	-2	-0.3	-1	1	-8
45	O=C(Cc1ccc(S(=O)(=O)N2CCOCC2)s1)Nc1cc(Cl)ccc1Cl	-13	-2	-4	0	-1.4	6	-2	21
46	CC(C)(C)c1ccc(C(=O)C=[N+]=[N-])cc1	-10	5	7	6	28	-1	15	-14
47	Cc1cccc(NC(=O)CSc2nnc(CCCCCNC(=O)OC(C)(C)C)o2)c1C	12	-2	-2	-5	5.3	3	3	-8
48	O=C(O)c1cccc(NS(=O)(=O)/C=C/c2ccccc2)c1	-3	-6	0	-6	1.8	-3	9	-29
49	CC(Oc1ccccc1F)C(=O)NCCN1CCCCC1 (stereo unspecified)	4	-1	0	-1	6.0	1	13	14
50	O=C(CCC1CCCC1)NCCS(=O)(=O)N1CCN(c2ccccc2F)CC1	-2	9	5	-6	0.0	3	0	-10
51	O=C(Cc1ccc(Cl)cc1)Nc1ccccc1N1CCOCC1	3	5	-1	-11	-3.8	3	26	-17
52	CC1=CC(C)(C)N(S(=O)(=O)c2ccc(C)cc2)c2cc(C)ccc21	-30	3	-3	18	1.3	-3	15	-28
53	COc1ccc(/C=C/C(=O)OCc2cccc([N+](=O)[O-])c2)cc1	-14	6	2	1	0.0	0	13	21
54	O=C(CCCn1c(SCc2ccccc2F)nc2ccccc2c1=O)NCC1CCCO1 (stereo unspecified)	-12	-10	0	-4	-2.6	3	6	13
55	CCCC(C)C(=O)Nc1ccncc1 (stereo unspecified)	19	-5	-2	-1	-0.5	7	12	-5
56	CC(=O)Nc1nonc1NC(=O)CSc1ncn[nH]1	-8	-4	0	-2	-0.3	10	18	1
57	Cc1ccc(C)c(NC(=O)Cn2nc(-c3ccccc3)nc2-c2ccccc2)c1	4	2	-2	9	-0.7	5	11	-11
58	Cc1ccc(OCCn2c(C3CC(=O)N(Cc4ccccc4)C3)nc3ccccc32)cc1 (stereo unspecified)	-33	-4	-22	0	-1.3	-16	-8	16
59	Cc1ccccc1NC1C=CS(=O)(=O)C1 (stereo unspecified)	-5	-1	6	-8	-1.4	-6	17	-7
60	CCCOc1ccc(C(C)=O)cc1Cc1c(O)nc(SC)[nH]c1=O	-10	-9	0	-2	-0.9	8	4	-1
61	CSCCC(NC(=O)c1ccco1)C(=O)N1CC=C(c2ccccc2)CC1 (stereo unspecified)	-9	-2	-2	-5	-0.3	14	2	1
62	C#Cc1ccc([C@H]2C=C(C(=O)N3CCN(Cc4ccc5c(c4)OCO5)CC3)O[C@@H](OCC)[C@@H]2CCCO)cc1	-13	-16	-1	0	0.5	-1	3	20
63	CC1Cc2cccc3c(O)c(C(=O)c4nn[nH]n4)c(=O)n1c23 (stereo unspecified)	-2	9	0	-11	7.3	-1	10	36
64	COC(=O)C1=C(C)NC(=O)NC1c1ccsc1 (stereo unspecified)	5	-7	0	-3	2.2	2	6	-3
65	O=C(CN1C(=O)c2ccccc2S1(=O)=O)NC1CCCC1	-9	-5	-8	-9	-1.2	-2	16	-3
66	Cn1c(=O)c2c(nc(CN3CCN(Cc4ccccc4)CC3)n2CCN2CCOCC2)n(C)c1=O	-4	-7	-2	-2	0.1	0	-1	-2
67	COc1ccc(OC)c(CNC(=O)C2CCCN(c3ncnc4c3nc3n4CCCCC3)C2)c1 (stereo unspecified)	2	-6	-2	-5	-1.6	-4	12	5
68	O=C(CN1CCN(CCO)CC1)Nc1ccccc1	-26	3	2	-3	-2.2	-10	28	1
69	CCC(NC(=O)c1ccccc1NC(=O)c1ccccc1)C(=O)OC (stereo unspecified)	3	-14	-4	1	-0.8	-3	16	-5
70	CCCCc1nc2sc3c(SCC(=O)NCc4ccco4)ncnc3c2c2c1CCC2	-12	-1	-3	2	0.0	0	-4	-6
71	CN(Cc1cn(-c2ccccc2)nc1-c1cc2ccccc2o1)C(=O)CCC(=O)O	6	11	-5	0	-3.2	8	-224	-19
72	COc1ccc(N=C2SCC(=O)N2c2ccc(OC)cc2)cc1	1	-17	-1	0	-1.1	0	4	-10
73	CCOc1cc(/C=N/NC(=O)CN2CCCCC2)ccc1O	20	2	0	-8	-0.1	0	-31	-3
74	CCCCC[C@@H]1C=C(C(=O)O)[C@H](c2ccc(Br)cc2)N1S(=O)(=O)c1ccc(C)cc1	15	13	-11	4	3.1	-2	5	-20
75	O=C(NCCCN1CCOCC1)c1ccc(S(=O)(=O)N2CCOCC2)cc1	2	-4	-1	4	0.2	2	18	-5
76	O=C(Nc1nccs1)c1ccc(Br)s1	11	-2	3	-5	-1.2	11	8	10
77	COCCCn1c(=O)/c(=C\c2ccc(OC(F)F)c(OC)c2)s/c1=C(/C#N)C(=O)NCCOC	-5	-9	-1	-2	5.7	0	-148	9
